Screening data as filed in PubChem BioAssay.
BRCA1 expr act: qHTS Assay to Identify Small Molecule Activators of BRCA1 Expression | MCF7-BRCA1-FFLuc reporter, luminescence, 48 h; response scale: scaled: vehicle 0%, 10 µM genistein 100% | Potency, µM (top dose mostly 46.1 µM), for inactives: at the highest dose activation, actives largely listed as activators | 1.1% of 380,000 active; further: nearly all actives have a fitted effect of over 80% in size; some results filed as inactive show a strong effect at the top dose
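Cells: MCF7-BRCA1-FFLuc, 2000/well. Exposure: 48 h, 37 °C, 5% CO2. Read: luminescence, 15 min post-substrate. Controls: genistein 10 microM (maximal activation), DMSO (neutral).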
Gal4-VP16 FLuc: VP16 counterscreen qHTS for inhibitors of ROR gamma transcriptional activity. Drosophila S2 Gal4-VP16 UAS-luciferase, luminescence, 20 h. Potency, µM (titrated, usually from 53.6 µM), for inactives: at the highest dose activity, negative = inhibition, actives largely listed as inhibitors. 3.5% of 310,000 active;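 further: Gal4-VP16 expression switched on by copper sulfate through the metallothionein promoter; on the % scale 0 is the no-effect control and ±100 the full control effect; nearly all actives have a fitted effect of over 50% in size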
p53 reactivation: qHTS assay for re-activators of p53 using a Luc reporter. H1299 p53-A138V BP100-luciferase reporter, luminescence, 24 h. Potency, µM (series often up to 92.2 µM), for inactives: at the top dose activity change, positive = activation, actives largely listed as activators. 0.063% of 320,000 active; further: % of control where 0% means no effect; nearly all actives have a fitted effect of over 45% in size
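H1299 (p53-null), stable ts p53-A138V + BP100-Luc; 1000 cells/well, Opti-MEM/10% FBS; cpd 4 pt, 1:5; 24 h, 37 deg C, 5% CO2; detection reagent 10 min RT; luminescence.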
FLuc counter: qHTS profiling assay for firefly luciferase inhibitor/activator using purifed enzyme and Km concentrations of substrates (counterscreen for miR-21 project); 6.9% of 360,000 active; purified FLuc, Km substrates, luminescence inhibition; Potency, µM (top dose mostly 57.5 µM), for inactives: at the top dose activity change, negative = inhibition, most hits filed as inhibitors; AID 588342, 2011;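 further: plate controls were vehicle for no effect and reference inhibitor for full effect; nearly all actives have a fitted effect of over 55% in size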
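Purified P. pyralis luciferase (10nM final) with 10uM D-luciferin and 10uM ATP (Km levels) in 50mM Tris acetate pH 7.5, 10mM Mg acetate, 0.01% Tween-20, 0.05% BSA; qHTS 6-point titration, ~60 µM downward; luminescence read.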
NPC1 promoter act: qHTS Assay for NPC1 Promoter Activators; Huh7 NPC1 promoter luciferase reporter, 24 h; Potency, µM (highest dose often 9.22 µM), inactives show top-dose activation, hits mostly activators; 2.4% of 320,000 active; AID 485313, 2010;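 further: % of control where 0% means no effect; nearly all actives have a fitted effect of over 60% in size; reporter is driven by a mutant NPC1 promoter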
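Cells: Huh7 expressing luciferase under the NPC1 promoter, 1500/well. Seeded 2 h, compound added, incubated 24 h at 37 °C. Luciferase reagent, 10 min ambient, then luminescence.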
uPA generation: qHTS for Inhibitors of Cell Surface uPA Generation | cell surface uPA generation assay, qHTS | Potency, µM (titrated, usually from 38.3 µM), inactives show at the top dose activity change, negative = inhibition, hits mostly inhibitors | 0.31% of 330,000 active | AID 540303, 2011; active means well fitted inhibition curve with a large enough effect; inconclusive means small, poorly fitted or top-dose-only effect; inactive means no such curve, though single readings can be large or run the other way; tested in mouse RAW 264.7 cells; further: on the % scale 0 is the no-effect control and ±100 the full control effect; nearly all actives have a fitted effect of over 55% in size
Rab9 promoter act: qHTS Assay for Rab9 Promoter Activators; Potency, µM (series often up to 9.22 µM), inactives show top-dose activation, negative = inhibition, usual class: activators; 2.8% of 320,000 active; Huh7 Rab9 promoter-luciferase reporter, luminescence, 24 h; further: % of control where 0% means no effect; nearly all actives have a fitted effect of over 60% in size
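Luminescence read-out: Huh7 cells stably expressing Rab9-luciferase, treated 24 h with compound at 37 °C, then lysed with luciferase reagent for 10 min at ambient before reading.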
ELG1 genotoxic: qHTS screen for small molecules that induce genotoxicity in human embryonic kidney (HEK293T) cells expressing luciferase-tagged ELG1 | HEK293T ELG1-luciferase reporter, luminescence, 16 h | Potency, µM (highest dose often 46 µM), for inactives: top-dose activity change, positive = activation, most hits filed as activators | 1.3% of 330,000 active | AID 504466, 2011; further: % of control where 0% means no effect; nearly all actives have a fitted effect of over 60% in size
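DMSO vehicle served as control against compound-treated ELG1-luciferase HEK293T cells; exposure lasted 16 hr at 37 °C and 5% CO2, followed by ONE-Glo luminescence detection after 30 min.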
MBNL1 CUG block: qHTS Assay for Inhibitors of MBNL1-poly(CUG) RNA binding; Muscleblind-like protein 1 (Homo sapiens), Q9NR56; TR-FRET MBNL1-His/biotin-(CUG)12 binding, 665/545 ratio; Potency, µM (series often up to 57.5 µM), for inactives: top-dose activity change, negative = inhibition, actives largely listed as inhibitors; 0.036% of 280,000 active; AID 2675, 2010; active means well fitted inhibition curve with a large enough effect in the signal ratio, with a control signal flat, not every such curve was filed as active; inconclusive means small, poorly fitted or top-dose-only effect, or effect the other way, or a change in a side signal; inactive means no such curve, though single readings can be large or run the other way; the % refers to the signal ratio; further: on the % scale 0 is the no-effect control and ±100 the full control effect
Target sequence (Q9NR56 whole entry, looked up): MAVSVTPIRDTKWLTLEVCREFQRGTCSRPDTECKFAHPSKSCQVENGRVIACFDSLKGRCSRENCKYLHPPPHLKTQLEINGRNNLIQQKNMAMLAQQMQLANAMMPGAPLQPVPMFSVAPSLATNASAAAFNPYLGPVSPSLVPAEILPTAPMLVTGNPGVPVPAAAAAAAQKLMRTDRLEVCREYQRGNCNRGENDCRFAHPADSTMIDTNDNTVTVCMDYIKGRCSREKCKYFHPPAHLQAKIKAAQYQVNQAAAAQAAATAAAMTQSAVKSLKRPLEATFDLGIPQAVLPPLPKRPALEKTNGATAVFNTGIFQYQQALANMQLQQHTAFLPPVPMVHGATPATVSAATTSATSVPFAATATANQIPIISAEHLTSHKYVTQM
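Inhibition of protein-RNA binding appears as loss of TR-FRET between terbium anti-His antibody on MBNL1-His and streptavidin-XL665 on biotin-(CUG)12. Activity is normalized to buffer-only and uninhibited-complex controls.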
RORgamma inh: qHTS for inhibitors of ROR gamma transcriptional activity; Nuclear receptor ROR-gamma (Mus musculus), P51450; Drosophila S2 Gal4-RORgamma UAS-luciferase reporter, 20 h; Potency, µM (top dose mostly 53.6 µM), for the others: top-dose activity change, negative = inhibition, most hits filed as inhibitors; 5.4% of 310,000 active; further: on the % scale 0 is the no-effect control and ±100 the full control effect; nearly all actives have a fitted effect of over 60% in size
Target sequence (P51450 whole entry, looked up, the tested form may be a part): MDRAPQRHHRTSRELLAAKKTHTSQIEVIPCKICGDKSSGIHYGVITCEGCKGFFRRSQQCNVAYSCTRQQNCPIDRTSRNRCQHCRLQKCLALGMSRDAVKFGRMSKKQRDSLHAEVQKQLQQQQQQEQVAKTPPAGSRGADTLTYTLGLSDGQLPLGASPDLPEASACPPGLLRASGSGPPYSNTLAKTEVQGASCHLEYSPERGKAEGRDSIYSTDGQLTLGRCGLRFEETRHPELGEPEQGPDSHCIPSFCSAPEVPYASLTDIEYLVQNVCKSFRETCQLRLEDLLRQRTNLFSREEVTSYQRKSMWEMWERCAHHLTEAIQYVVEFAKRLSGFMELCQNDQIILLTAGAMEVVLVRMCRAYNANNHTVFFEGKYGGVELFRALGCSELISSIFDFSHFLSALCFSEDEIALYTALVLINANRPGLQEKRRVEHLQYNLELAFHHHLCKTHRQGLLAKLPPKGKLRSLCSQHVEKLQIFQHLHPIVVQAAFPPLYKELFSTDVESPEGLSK
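Stable Schneider cell line, Gal4 DNA-binding domain fused to ROR gamma, UAS-luciferase. Cmpd 1 hr RT → CuSO4 700 uM final → 20 hr RT → luciferase reagent 10 min → luminescence.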
The depositor's hits bear a star; ? = inconclusive; nt = no result given; & = joins results of further samples; [ ] = dose if it differs, or a comment. Unless noted, the call rests on the fitted dose curve; in most records, active means well fitted curve in the direction sought with a large enough effect; inconclusive means small, poorly fitted or top-dose-only effect, or another doubt; inactive means no such curve, though single readings can be large; an effect the other way counts as inactive or inconclusive. Potency means the concentration at half of the fitted maximal effect.

SMILES	BRCA1 expr act	Gal4-VP16 FLuc	p53 reactivation	FLuc counter	NPC1 promoter act	uPA generation	Rab9 promoter act	ELG1 genotoxic	MBNL1 CUG block	RORgamma inh
O=C(Nc1cnn(Cc2c(Cl)cccc2Cl)c1)c1ccc([N+](=O)[O-])cc1	35.2%	?	17.0%	-12.8%	23.0%	-4.8%	?	3.2%	14.7%	?
Cc1ccoc1C(=O)N1CCCC(CCC(=O)N2CCN(c3ccccn3)CC2)C1 (stereo not drawn)	0.0%	-19.5%	-1.1%	-1.3%	-7.0%	2.2%	-10.2%	-8.2%	-0.2%	-3.3%
COc1ccc(N2C(=O)CSC2c2ccc(F)cc2)cc1 (stereo not drawn)	-10.6%	-3.8%	-1.3%	2.0%	-6.5%	0.4%	0.4%	-2.2%	-2.3%	27.8%
Cc1onc(-c2c(F)cccc2Cl)c1C(=O)NCc1cccs1	2.8%	-1.6%	-7.1%	0.9%	-1.6%	nt	-7.6%	-0.7%	3.6%	7.3%
CCOC(=O)C1CCCN(C(=O)C2CCCN(S(C)(=O)=O)C2)C1 (stereo not drawn)	17.3%	5.1%	-1.3%	-1.4%	1.8%	1.7%	-5.8%	2.6%	-5.0%	1.1%
CC(C)(C)NS(=O)(=O)NC(=O)C1=C(N2CCCC2)COC1=O	4.9%	nt	1.7%	nt	nt	-4.0%	nt	2.8%	nt	nt
CN(C(=O)CSc1nc2ccccc2o1)C1CCS(=O)(=O)C1 (stereo not drawn)	25.9%	nt	?	nt	3.9%	0.0%	6.3%	7.4%	nt	nt
C[C@H]1CN([C@@H](C)CO)C(=O)c2cc(NC(=O)C3CCCCC3)ccc2O[C@H]1CN(C)CC1CCCCC1	0.0%	nt	0.0%	nt	nt	-0.5%	nt	3.4%	nt	nt
COCCN(C(=O)CSc1nnc(C)n1-c1ccccc1)c1c(N)n(Cc2ccccc2)c(=O)[nH]c1=O	-17.0%	-5.7%	5.0%	-1.0%	-1.7%	2.2%	0.7%	3.6%	-27.0%	-3.5%
Oc1ccc(NCc2ccccc2OCc2ccccc2F)cc1	-65.4%	15.8µM*	-13.1%	?	-4.4%	-11.3%	-9.0%	-2.2%	2.2%	12.6µM*
Cc1nc2cc(NC(=O)c3ccc(N4C(=O)CCC4=O)cc3)ccc2s1	-10.3%	7.3%	-2.6%	?	-5.2%	-16.7%	2.5%	-6.0%	-7.9%	0.1%
CCC(COC)NCc1cn(-c2ccc(F)cc2F)nc1-c1ccccc1C (stereo not drawn)	-3.7%	-0.9%	3.2%	1.3%	-2.6%	6.8%	-17.1%	-6.7%	1.8%	-10.7%
COc1ccc(CCN(C)CCCC(C#N)(c2cc(OC)c(OC)c(OC)c2)C(C)C)cc1OC (stereo not drawn)	-1.8%	-15.9%&-1.7%	-2.2%	-0.1%	1.7%[46.1 µM]	?	-12.9%[46.1 µM]	1.4%	17.4%	-11.8%
CN(C)S(=O)(=O)c1ccc(Cl)c(NC(=O)CN2CCNC(=O)C2)c1	-12.7%	-8.6%	3.5%	-1.3%	-0.3%	-0.9%	-3.5%	-2.4%	-4.5%	-0.6%
C[C@H](CO)N1C[C@H](C)[C@H](CN(C)C(=O)Nc2ccc(F)cc2)Oc2c(NC(=O)c3ccc(-c4nccs4)cc3)cccc2C1=O	-25.3%	nt	-3.3%	nt	nt	12.3%	nt	-5.2%	nt	nt
CCN(CC)CCC(c1ccc(N(C)C)cc1)c1c(OC)cc(OC)c2ccc(=O)oc12 (stereo not drawn)	9.7%	-4.6%	6.6%	0.8%	-3.7%	-9.6%	-1.5%	5.9%	11.7%	-1.5%
CCSc1nnc(NC(=O)c2cccc(S(=O)(=O)N(C)c3ccc(C)cc3)c2)s1	-3.2%	?	-2.2%	2.7%	-2.6%	0.6%	-1.3%	0.5%	1.0%	15.8µM*
N#C/C(=C\c1ccc(-c2ccccc2C(=O)O)o1)c1nc2ccccc2[nH]1	29.4%	-5.0%	9.2%	12µM*	5.9%	-0.2%	0.0%	12.5%	6.2%	5.3%
Cc1cccc(C)c1NC(=O)CN(C)c1ccc(C(F)(F)F)cn1	5.9%	2.8%	-13.3%	-0.1%	-0.9%	0.8%	-6.5%	-0.5%	-14.9%	39.5%
CC(C)(C)C1CCc2c(sc(NC(=O)CSc3ncn[nH]3)c2C#N)C1 (stereo not drawn)	-73.0%	11.2µM*	-9.7%	?	-8.9%	nt	0.3%	-1.2%	-8.9%	?
Cc1cc2n(n1)C(c1ccc(N(C)C)cc1)Nc1ccccc1-2 (stereo not drawn)	6.5%	1.0%	11.4%	30.1µM*	-1.9%	-1.3%	-7.3%	15.7%	2.5%	-37.3%
CCn1cc(CN2CCCC(C(=O)Nc3ccc(-c4cscn4)cc3)C2)c(C)n1 (stereo not drawn)	4.7%	-4.4%	-7.7%	-3.3%	-2.5%	6.0%	-4.7%	-2.9%	-3.2%	-1.4%
CCOc1ccc(-n2c(SCC(=O)c3c(N)n(C)c(=O)n(C)c3=O)nnc2-c2cccnc2)cc1	-1.9%	-1.0%	-0.9%	3.7%	-2.2%	3.3%	-5.6%	3.6%	nt	-8.3%
O=C(COc1ccc2ccccc2c1)NN1C(=O)c2ccccc2C1=O	-25.9%	11.7%	-1.1%	0.2%	-0.2%	-5.0%	1.1%	2.2%	100.1%[activator]	4.7%
CCOC(=O)/C(=N\Nc1cc(Cl)ccc1Cl)N1CCN(C)CC1	-12.8%	-9.8%	-9.4%	-1.6%	-4.1%	-2.4%	0.3%	-7.5%	-0.8%	-19.1%
COc1cc(C(c2c(C)[nH][nH]c2=O)c2c(C)[nH][nH]c2=O)cc([N+](=O)[O-])c1O	2.0%	-13.5%	0.5%	-13.3%	-1.4%	-0.4%	-0.8%	-1.9%	?	?
O=C(CN1CCCC1)NN=C(c1ccccc1)c1ccccc1	-30.5%	-0.5%	-0.6%	-0.6%	-4.6%	1.9%	-2.0%	-1.3%	0.6%	-14.4%
Cc1nc(-c2cccc(S(=O)(=O)N3CCC(C)CC3)c2)cs1	-39.5%	4.7%	0.0%	-1.4%	-1.3%	8.8%	5.0%	-2.4%	-15.8%	1.9%
CCCCn1c(N)c(N(CC)C(=O)CCNC(=O)c2ccc(Cl)cc2)c(=O)[nH]c1=O	14.5%	nt	5.0%	nt	nt	3.7%	nt	2.0%	nt	nt
CN(C)c1ccc(/C=N/NC(=O)CNC(=O)c2ccncc2)cc1	8.9%	5.6%	-1.3%	3.7%	-1.8%	6.3%	8.5%	4.3%	?	?
S=C1NCN(Cc2cccnc2)CN1c1cccc2ccccc12	-4.3%	-12.2%	-0.5%	3.0%	-5.7%	-2.5%	-5.7%	-3.1%	nt	-21.2%
O=C(NCCCN1CCOCC1)c1ccccc1	10.9%	7.9%	-1.2%	-0.2%	1.6%	6.9%	3.6%	0.7%	-5.0%	9.0%
COc1ccc(NC(=O)[C@@H]2CCCN2C(=O)c2cccs2)cc1S(=O)(=O)N1CCCCC1	-10.5%	nt	-11.2%	1.3%	-0.3%	0.7%	-4.3%	2.0%	nt	nt
OCCCNc1ncnc2sc(-c3ccccc3)cc12	-20.0%	-6.9%	-1.1%	?	4.5%	-12.1%	-0.8%	0.0%	?	-0.2%
COC(=O)Cn1c(C)nc([N+](=O)[O-])c1Br	-2.1%	0.1%	3.6%	-3.4%	-3.5%	-8.0%	-1.9%	0.2%	?	?
COc1cc(C2C3CN(C)CC=C3C(C#N)=C(N)C2(C#N)C#N)ccc1OC(C)C (stereo not drawn)	-17.8%	4.9%	3.2%	-0.8%	1.8%	-4.7%	-6.5%	1.0%	?	-24.1%
Nc1nc(Nc2cccc(F)c2)nc(NCCO)c1[N+](=O)[O-]	-43.5%	-1.2%	-3.0%	-6.1%	0.6%	13.7%	-0.1%	6.6%	nt	44.9%
CCCCCNC(=O)CN(c1ccc2c(c1)OCO2)S(C)(=O)=O	-13.8%	0.5%	-2.6%	-0.7%	0.9%	nt	-2.5%	1.2%	4.0%	23.7%
COc1cccc(C(=O)Nc2ccccc2NC(=O)c2cccc(OC)c2)c1	-23.0%	-20.0%	-10.0%	-6.7%	-4.0%	3.2%	-1.8%	-7.2%	-1.0%	3.7%[1.91 µM]
CCn1c(SCc2ccccc2F)nnc1-c1ccncc1	6.5%	-12.4%	15.5%	2.9%	-5.7%	1.9%	-0.9%	-4.8%	-12.0%	0.1%
